Assay outcomes (PubChem)
hcGAS inh – Primary biochemical luminescence assay for human cyclic GMP-AMP synthase inhibitors; 0.081% of 290,000 active; inhibition, % at 12.5 µM; AID 1259398, 2018; recombinant h-cGAS, ATP depletion, Kinase-Glo luminescence; Q8N884;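 further: 0% = vehicle reaction and 100% = reaction without DNA for no activity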
Target sequence (Q8N884 whole entry, looked up): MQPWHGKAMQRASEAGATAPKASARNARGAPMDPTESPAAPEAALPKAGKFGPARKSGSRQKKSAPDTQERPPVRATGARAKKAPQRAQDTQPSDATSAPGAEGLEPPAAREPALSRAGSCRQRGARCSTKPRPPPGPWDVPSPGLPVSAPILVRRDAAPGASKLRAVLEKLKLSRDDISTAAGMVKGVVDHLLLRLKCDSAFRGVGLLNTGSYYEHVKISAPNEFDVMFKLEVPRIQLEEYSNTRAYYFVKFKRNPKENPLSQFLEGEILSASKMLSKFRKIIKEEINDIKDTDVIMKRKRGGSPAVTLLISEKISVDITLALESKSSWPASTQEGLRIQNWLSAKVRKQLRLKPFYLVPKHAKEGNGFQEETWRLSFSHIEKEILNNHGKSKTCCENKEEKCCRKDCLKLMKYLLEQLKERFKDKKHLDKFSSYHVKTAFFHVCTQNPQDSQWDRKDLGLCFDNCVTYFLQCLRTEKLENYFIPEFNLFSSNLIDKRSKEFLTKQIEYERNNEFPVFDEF
mcGAS inh – cyclic GMP-AMP synthase inhibitors, mouse, primary biochemical chemiluminescence | 0.15% of 160,000 active | inhibition, % at 12.5 µM | recombinant cGAS, Kinase-Glo ATP depletion luminescence;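 further: 0% = negative control wells and 100% = reference inhibitor with no enzyme activity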
NPYLR7 agonist – agonists of mosquito NPYLR7 receptor, primary screen, cell-based, Aedes aegypti, calcium fluorescence, mosquito biting behavior; Aedes aegypti neuropeptide Y-like receptor 7 (NPYLR7); HEK293T NPYLR7/Galpha15, GCaMP6s calcium fluorescence; activation, % at 10 µM; 0.15% of 270,000 active; AID 1259423, 2018; in the data active means activation above about 40%;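 further: 0% = vehicle and 100% = reference agonist at the receptor; some compounds past the cut are filed as inactive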
* hit, by the source's call; · = not tested or not shown; & = joins results of further samples. Unless noted, no stated cut-off is given here; in the data, active means inhibition above about 40%; inactive means the rest.

SMILES,hcGAS inh,mcGAS inh,NPYLR7 agonist
N#CCSc1nc2ccccc2c(=O)n1Nc1ccccc1,-8,-7,6
Cc1c(C(=O)NCc2ccncc2)cnc2c(-c3cccc(C(F)(F)F)c3)cnn12,-6,-4,14
CCc1cc(C)c(C(=O)O)o1,0,·,2
CCCc1cc(C(=O)N2C[C@H]3CC=C(C)C[C@H]3C2)ccn1,-3,0,-3
COCCN(Cc1ccc(C(O)(c2cccc(F)c2)c2cccc(F)c2)o1)Cc1cccs1,-3,-4,-10
Cc1nc(CN)oc1-c1ccc(Cl)cc1,-6,-15,-3
COc1ccccc1NC(=O)CSc1nc2c3ccccc3ncn2n1,2,-7,0
CCn1c(=O)cc(N2CCC3(CC2)OCCO3)[nH]c1=O,-8,·,1
COc1ccccc1-c1cc(C(=O)N2CCOCC2)n2nc(-c3ccccc3)cc2n1,-3,-5,17
CC1(C)CC2CC(C)(CN2C(=O)COC(=O)Cn2[nH]c(=O)ccc2=O)C1 (centres undefined),-11,-9,-1
Cc1c(C(C)NC(=O)c2ccc(OC3CCN(CC(C)(C)C)CC3)c(Cl)c2)cnn1C (centres undefined),-6,-8,11
CCCCN(Cc1cccn1Cc1cccc(C)c1)C(=O)CN(C(=O)C(CC)c1ccccc1)C(C)C (centres undefined),-13,-7,·
Cc1csc(SCc2cc(=O)c(OC(=O)c3cc([N+](=O)[O-])ccc3Cl)co2)n1,-6,-8,-1
COc1cc(OC)cc(C(=O)N2CCc3nc(-c4ccccc4)nc(N4CCCCC4)c3C2)c1,-10,-5,14
Cc1ccc2oc(-c3nccn3CCSc3nncn3C)c(C)c2c1,-3,-13,5
C=CCn1c(=O)c(C(=O)NCc2cccnc2)c(O)c2ccccc21,-4,-5,12
CC(=O)c1cccc(NC(=O)C2COc3ccccc3O2)c1 (centres undefined),-18,-6,10
CCOC(=O)c1ccc(NC(=O)N2CCN(C(=O)c3cc4ccsc4n3Cc3ccccc3C)CC2C)cc1 (centres undefined),-10,-4,-3
O=C1c2ccccc2NC(c2ccco2)N1CC(F)(F)F (centres undefined),1,·,2
COc1ccc(Cc2nc3c(c(N4CCOCC4)n2)CN(C(=O)c2ccccc2Br)CC3)cc1,-8,-7,10

(next part)
SMILES,hcGAS inh,mcGAS inh,NPYLR7 agonist
C=CCN(C(=O)CCn1nc2ccccn2c1=O)c1ccccc1,-6,·,2
O=C(C1CCCC1)N(Cc1nccn1Cc1ccccc1Cl)CC1CC1,13,1,-4
CC(=O)N[C@@H](CCC(N)=O)c1nc(CC(C)C)nn1-c1cc(C)ccc1C,1,·,19
COc1ccc(-n2nc(C(=O)N3CCN(C)CC3)c(=O)n(Cc3cccc(OC)c3)c2=O)cc1,-4,-5,4
Cc1c(C(=O)Nc2cccc(S(=O)(=O)N3CCOCC3)c2)sc2nc3n(c(=O)c12)CCC3,4,·,-4
O=C(Nc1ccc(F)c(F)c1)NC(Cc1ccccc1)C(=O)Nc1nnc(-c2ccc3c(c2)OCO3)s1 (centres undefined),-7,-4,14
CCN(CC1CCCO1)C(=O)CN(C)C(=O)c1cccs1 (centres undefined),-16,·,1
COCCN1CC(C)(C)CN(C(=O)c2ccc(Cl)cc2)CC1=O,8,0,-9
CC(C)(C)c1cc(CNC(=O)CCc2nc3ccc(F)cc3[nH]2)[nH]n1,4,·,1
CCCCCc1ccc(C(=O)Nc2ccc(N3CCCCC3)c(C(=O)NCCCOC)c2)cc1,-6,-6,-3
CC(OC(=O)C1=COCCO1)C(=O)NC1(C#N)CCCCC1 (centres undefined),2,·,0
CC(CC(=O)NC12CC3CC(CC(C3)C1)C2)=NNC(N)=O,-6,-5,6
CNC(=O)CN(C)Cc1nc(-c2ccc(OC)c3ccccc23)oc1C,-7,·,-4
CCCNC(=O)N1CCC(c2nnc(CN(C)C)n2CC)CC1,2,1,·
N#CC(=C(O)CON=Cc1ccccc1Cl)c1nc2ccccc2[nH]1,-2,-7,-6
Cc1ccc(C(NC(=O)c2cnn3c2CCCC3)c2ccncc2)cc1 (centres undefined),-6,·,0
CC(C)(C)c1ccc(S(=O)(=O)NC2CCCN(CC(N)=O)C2)cc1 (centres undefined),-2,·,-4
CC(=O)c1ccc(N=Cc2nc(-c3ccccc3Br)oc2O)cc1,0,-3,-1
C=CC(=O)NCC1Cc2cc(C(=O)OC)ccc2O1 (centres undefined),0,0,-8
Cc1c(Cl)c(C(F)(F)F)nn1CC(=O)N1CCN(Cc2ccccc2)CC1,-7,-5,7

Structural class: the compounds so far containing fluorine (6)
SMILES,hcGAS inh,mcGAS inh,NPYLR7 agonist
Cc1c(C(=O)NCc2ccncc2)cnc2c(-c3cccc(C(F)(F)F)c3)cnn12,-6,-4,14
COCCN(Cc1ccc(C(O)(c2cccc(F)c2)c2cccc(F)c2)o1)Cc1cccs1,-3,-4,-10
O=C1c2ccccc2NC(c2ccco2)N1CC(F)(F)F (centres undefined),1,·,2
O=C(Nc1ccc(F)c(F)c1)NC(Cc1ccccc1)C(=O)Nc1nnc(-c2ccc3c(c2)OCO3)s1 (centres undefined),-7,-4,14
CC(C)(C)c1cc(CNC(=O)CCc2nc3ccc(F)cc3[nH]2)[nH]n1,4,·,1
Cc1c(Cl)c(C(F)(F)F)nn1CC(=O)N1CCN(Cc2ccccc2)CC1,-7,-5,7

(cont.)
SMILES,hcGAS inh,mcGAS inh,NPYLR7 agonist
Cc1cc(C)nc(NC(=O)c2c[nH]c3c(C(F)(F)F)cccc3c2=O)n1,-11,-8,3
Cc1ccn(CC(=O)N2CCN3CCNC(=O)C3C2)n1 (centres undefined),-12,·,4
CCOC(=O)c1cc([C@@H](C)CCC=C(C)C)sc1NC(=O)c1c(F)cccc1F,-5,-7,5
Cc1cc(COc2ccccc2)oc1C(=O)N1CCOC(C(F)(F)F)C1 (centres undefined),-2,·,10
O=S(=O)(Cc1ccccc1)N1CCN(c2nc3ccccc3nc2-c2ccccc2)CC1,-2,-6,6
N#CC1=C(NC(=O)CCl)c2ccccc2CC12CCCCC2,-8,-5,1
Cc1nnc(SCCCNC(=O)CC2COCCN2)s1 (centres undefined),-6,·,-1
COCCCNC(=O)C(NC(=O)c1cccs1)C1CCN(C(=O)Nc2cccc(Cl)c2)CC1 (centres undefined),-2,-2,-7
CC(=O)N(C)c1ccc(NC(=O)CN2CCNC(=O)[C@@H]2Cc2ccccc2)cc1,-1,·,-1
COc1cccc(-c2nnc(SCc3nc(C(=O)NCc4cccc(C(F)(F)F)c4)cs3)n2-c2ccccc2)c1,-6,-2,1
Cc1ccc(C(=O)NNC(=O)c2c(C)oc(C)c2C)cc1,-13,·,8
CCOC(=O)C1(CCCc2ccccc2)CCN(C(=O)C2=NNC(=O)CC2)CC1,-5,-9,16
Cn1c(O)c(N=NC(=O)c2ccc(C(C)(C)C)cc2)c2ccccc21,-5&-2,-8&-7,-1&2
Cc1c(CN(C)Cc2ccc(C3CCCCO3)o2)cnn1C (centres undefined),-3,·,-4
COc1ccccc1CN(CCc1c[nH]c2ccccc12)C(=O)CN(C(=O)c1ccc(C)c([N+](=O)[O-])c1)C(C)C,-3,-3,22
CN(C)CC/C=C1\c2ccccc2Sc2ccc(Cl)cc21,-1&-6&-3,·,-1&-1
O=C(C1CCC(=O)N(C2CCCCCC2)C1)N1CC=C(c2ccccc2)CC1 (centres undefined),0,-3,-8
O=C(c1cc(F)ccc1C(F)(F)F)N1CC(=O)N2CCc3ccc(Cl)cc3C2C1 (centres undefined),-8,-7,-2
O=C(CCN(Cc1ccco1)c1nc(-c2cccs2)nc2ccccc12)NC1CC1,-9,-10,-2
O=C(c1nc(-c2cnccn2)no1)N1CCCCCC1,-10,·,1

Additional results follow:
SMILES,hcGAS inh,mcGAS inh,NPYLR7 agonist
CCCc1ccc(C2=C(C)SC3=NS(=O)(=O)CCN32)cc1,-2,·,-1
CCNC(=O)N1CCc2nc(NCc3cccc(Oc4ccccc4)c3)ncc2C1,-3,-3,-3
O=C(NCCCn1cnnc1)C1CCC(=O)N(C2CCCC2)C1 (centres undefined),-15,-5,·
COc1ccccc1CC(C)(C)NC(=O)c1cc(C)nn1C,-10,-5,6
CC1(Cc2ccccc2F)C(=O)Nc2ccc(-c3cccnc3)cc21 (centres undefined),-1,-4,2
O=C(CSc1ncccn1)NC1CCCN(c2nc3ccccc3s2)C1 (centres undefined),-4,·,4
Cc1nc(SCC(=O)OCN2C(=O)c3ccccc3C2=O)n[nH]1,-1,-6,3
COc1ccc(S(=O)(=O)N2CCc3ccccc3C2)cc1N1CCN(C(=O)c2cc(F)cc(C(F)(F)F)c2)CC1,-14,-10,21
Oc1cc2c(cc1O)CN(C(=S)NCCc1ccc(Cl)cc1)CCC2,-3,-1,2
COc1cccc(Cn2nccc2NC(=O)COc2cccc(C)c2)c1OC,-13,·,-2
CC(C)C(=O)NNC(=O)c1ccc(F)cc1,-7,-3,15
NC(=O)CSc1nnc(Nc2ccccc2C(F)(F)F)s1,-1,·,-8
COc1ccccc1N=c1oc2cc(O)ccc2cc1C(N)=O,-3,-2,6
CS(=O)(=O)N1C[C@H]2CNC[C@@]2(C(=O)NCc2ccc3c(c2)OCO3)C1,-2,-6,1
O=C(O)COc1ccc(C=Nc2ccc3c(c2)OCO3)cc1Cl,3,2,-1
COc1ccc(C(N=C(N)SC)c2ccccc2)cc1 (centres undefined),1,·,5
CSc1ccc(NC(=O)c2cn[nH]n2)cc1Cl,-4,·,3
O=C1C(Cl)=C(Nc2cc(Cl)cc(Cl)c2)C(=O)N1Cc1ccc(Cl)cc1,-4,-4,-2
COCCNc1cc(-c2ccc3c(c2)CNCC3)c2cc[nH]c2n1,0,-2,-13
O=c1/c(=C/c2ccc([N+](=O)[O-])cc2)sc2nc3cc(Br)cnc3n12,-2,·,-15

Going on with the list.
SMILES,hcGAS inh,mcGAS inh,NPYLR7 agonist
Cc1ccsc1CN(C)CCOc1ccc(S(N)(=O)=O)cc1,-5,·,0
O=C(C1CNCCN1C(=O)Cn1cnc2ccsc2c1=O)N1CCCC1 (centres undefined),0,·,-5
O=C(c1ccco1)N(CCN1CCOCC1)Cc1nccn1Cc1ccc(C(F)(F)F)cc1,0,-6,·
CCN1C(=O)N(Cc2cccc(OC)c2)C(=O)C12CCN(Cc1ccc(N3CCCC3)cc1)CC2,-3,0,3
CC(C)CNC(=O)COc1ccc2c(=O)c(-c3ccccc3)coc2c1,3,·,-11
Cc1ccc2oc(-c3ccc(NC(=O)c4cccc(F)c4)cc3)nc2c1,4,-5,-7
Cc1ccc(C)c(N(C(=O)c2ccnc(Cl)c2)C(C)C)c1,-12,-18,2
COc1ccc(C(=O)N[C@H]2C[C@H]3C(=O)NC[C@@H](CCC(=O)NCc4cccnc4)N3C2)cc1,0,-3,-14
Cn1ncc2c(NC3Cc4ccccc4C3)nc(-c3cccnc3)nc21,-7,-9,2
CC(C)OCC(O)CN(Cc1ccc(F)cc1F)CC1CC(c2ccc(F)cc2)=NO1 (centres undefined),0,-4,-2
c1cncc(OC2CCN(Cc3cc4n(n3)CCCNC4)CC2)c1,-8,-17,3
CN1C(=O)[C@]2(C)[C@H](c3ccccc31)[C@@H](C(N)=O)CN2C(=O)CO,6,-5,23
CC(C)C(=O)Nc1ccccc1C1SCC(=O)N1c1ccc(F)cc1 (centres undefined),-4,-3,5
Cc1cnc(-c2cc(NCc3ccccn3)nc3[nH]ccc23)nc1N(C)C,-2,·,19
CCOC(=O)c1nn(-c2ccccc2F)c(=O)c2c(NC(=O)c3cccs3)scc12,1,-8,8
CCn1c(CC2CCN(C(=O)c3onc4ccccc34)CC2)nn(C)c1=O,-1,·,2
O=c1c2c(nc3nc(-c4ccco4)[nH]n13)CCC2,1,2,4
O=C(NCCOc1ccc(-c2ccco2)nn1)c1ccc(Br)o1,-13,-9,-5
CNC(=O)C1(NCC(=O)NC(C)c2ccc(C)c(C)c2)CCCC1 (centres undefined),-17,·,6
O=C1CC2(CCCC2)C(=O)N1CC(=O)N1CCc2ccccc21,-2,·,15

(cont.)
SMILES,hcGAS inh,mcGAS inh,NPYLR7 agonist
O=C(O)COn1nnc2ccc(C(F)(F)F)cc21,-4,·,13
CC(=O)Nc1ccc(S(=O)(=O)NCCc2sc3nc(-c4ccc(F)cc4)nn3c2C)cc1,-6,-7,0
COc1cccc(CNc2ncnc3sc(C(=O)NC4CCOC4)c(C)c23)c1 (centres undefined),-7,·,9
O=C(Nc1cccc(C(=O)N2CCOc3ccccc32)c1)c1cccs1,-5,-14,14
C=CCN(CC(=O)N(CCc1ccccc1)Cc1ccc(C)o1)C(=O)c1ccc(Cl)c(Cl)c1,-5,-6,·
Cc1cncc(NC(=O)c2ccc(CN3CC[C@H](O)C3)cc2)c1,-5,1,·
CCN(CC)CCSc1nc(-c2ccccc2C)nc2c1c(=O)n(C)c(=O)n2C,-4,-8,-4
O=C(CCNc1ccccc1-c1ccccc1)OCc1ccccc1,-6,·,6
CC(=O)N1CCC2(CC1)OCc1cc(-c3cccc(CO)c3)ccc1O2,-7,-6,-2
CN(CC(=O)NC1(c2cccc(Br)c2)CCC1)S(=O)(=O)c1cccs1,-5,·,-1
O=C(NCc1cccnc1-n1cccn1)C1CCCN(Cc2cccnc2)C1 (centres undefined),-7,·,6
